High-throughput results deposited in PubChem BioAssay by NCI.
NCI-60 one-dose screen, 48 h, at 10 µM unless noted. Numbers give growth in % (100 = growth as untreated, 0 = no growth, -100 = all killed).
SK-MEL-28 – SK-MEL-28 melanoma | 4.1% of 81,000 active
MDA-MB-468 – MDA-MB-468 breast cancer | 8.5% of 78,000 active | AID 2202374
T-47D – T-47D breast cancer; 5% of 79,000 active
LOX IMVI – LOX IMVI melanoma. 7.4% of 79,000 active. AID 1794757
BT-549 – BT-549 breast cancer | 4.4% of 78,000 active | AID 1794793
MDA-MB-231 – MDA-MB-231 breast cancer; 5% of 81,000 active
MCF7 – MCF7 breast cancer; 6.3% of 82,000 active; AID 1794796
HS 578T – HS 578T breast cancer; 4.1% of 78,000 active; AID 1794788
The depositor's hits bear a star; / = not tested or not shown; & = joins results of further samples. The calls were made as follows: active = growth percent below 10; inactive = the rest.

Under each structure: SK-MEL-28	MDA-MB-468	T-47D	LOX IMVI	BT-549	MDA-MB-231	MCF7	HS 578T
#1 OC(c1ccc(Cl)cc1)C(Cl)(Cl)Cl (stereo not drawn)
→ 100	102	79	93	80	99	95	97
#2 NNc1n[nH]c(=S)n1N
→ 100&108&107	101&104&136	110&93&102	106&100&95	119&105&101	98&89&88	89&100&105	125&100&94
#3 Cc1cc(C(C)(C)c2cc(C)c(O)c(C)c2)cc(C)c1O
→ 105	43	71	90	63	91	87	91
#4 Cc1cc2ccccc2cc1C
→ 116	112	108	102	118	104	108	102
#5 CCOC(=O)N(CCO)[N+](=O)[O-]
→ 112	96	107	91	99	106	100	117
#6 CN(C)CCNC(=O)C(=O)c1cn(Cc2ccccc2)c2ccc(OCCO)cc12
→ 101	89	94	84	95	101	95	93
#7 Cn1c(=O)c2[nH]c(N3CCN(CCCl)CC3)nc2n(C)c1=O
→ 108	111	104	98	106	117	96	109
#8 COc1ccc(S(=O)(=O)N(Cc2ccc3c(c2)C=CC(C)(C)O3)c2ccccc2)cc1OC
→ 68	/	55	74	54	97	51	91
#9 COc1ccc(/C=C\c2cc(OC)c(OC)c(OC)c2)cc1N/C=C\C(=O)c1c[nH]c2ccccc12
→ 34	11	82	20	6.8*	18	15	37
#10 CN1CCCCC1Cc1ccccc1 (stereo not drawn)
→ 105	100	109	101	95	106	94	110
#11 COc1ccc(O)c2c(=O)c3c(OC)cc4c(c3oc12)[C@@H]1C=CO[C@@H]1O4
→ 98	-63*	5.7*	73	18	67	-0.5*	114
#12 O=CN1N=C(c2ccc(Br)cc2)CC1c1sc(N(CCCl)CCCl)nc1Cl (stereo not drawn)
→ 98	87	62	93	83	88	91	85
#13 ClCc1ccco1
→ 107	87	/	95	91	/	95	101
#14 CCCCCCCC(=O)P(=O)(OCC)OCC
→ 97	112	111	112	101	93	97	152
#15 CC(C)=CCc1c2c(c(O)c3c1O[C@]14C(=C[C@@H]5C[C@H]1C(C)(C)O[C@@]4(C/C=C(/C)C(=O)O)C5=O)C3=O)C=CC(C)(C)O2
→ -88*	-81*	-41*	-96*	-11*	-56*	-61*	-11*
#16 CN[C@@H](c1ccccc1)[C@H](O)c1ccccc1
→ 101	100	97	99	/	107	94	108
#17 O=C1/C(=C/c2cn(Cc3ccc(Br)cc3)c3ncccc23)N2CCC1CC2
→ 104	95	65	86	89	86	88	97
#18 ClCCN(CCCl)c1ccc(C2=NCCc3ccccc32)cc1
→ 103	60	73	81	92	72	72	87
#19 CC1(C2CCOC2=O)OCCO1 (stereo not drawn)
→ 102	99	98	99	102	106	95	100
#20 Cc1ccccc1N1CCN(C(C)C#N)CC1 (stereo not drawn)
→ 107	99	92	99	/	102	100	95

Among those listed so far, three contain sulfur.
Under each structure: SK-MEL-28	MDA-MB-468	T-47D	LOX IMVI	BT-549	MDA-MB-231	MCF7	HS 578T
#2 NNc1n[nH]c(=S)n1N
→ 100&108&107	101&104&136	110&93&102	106&100&95	119&105&101	98&89&88	89&100&105	125&100&94
#8 COc1ccc(S(=O)(=O)N(Cc2ccc3c(c2)C=CC(C)(C)O3)c2ccccc2)cc1OC
→ 68	/	55	74	54	97	51	91
#12 O=CN1N=C(c2ccc(Br)cc2)CC1c1sc(N(CCCl)CCCl)nc1Cl (stereo not drawn)
→ 98	87	62	93	83	88	91	85

Carrying on:
Under each structure: SK-MEL-28	MDA-MB-468	T-47D	LOX IMVI	BT-549	MDA-MB-231	MCF7	HS 578T
#21 CCCCCN(CCCCC)CC(O)c1cc(Cl)c(Cl)cc1C (stereo not drawn)
→ 103	108	81	93	108	79	89	91
#22 O=C(c1ccccc1)C(Br)CN1CCOCC1 (stereo not drawn)
→ 99	82	98	102	/	104	90	92
#23 Cc1[nH]c2ccccc2c1CN1CCCCC1
→ 109	79	/	94	113	111	88	112
#24 COC(=O)c1cn(Cc2c[nH]c3ccccc23)c2ccccc12
→ 111	/	68	87	94	88	88	104
#25 C=C1C[C@](OC)([C@H](O)C(=O)N[C@@H](OC)[C@@H]2C[C@@H](O)C(C)(C)[C@@H](C[C@@H](COC)OC)O2)O[C@H](C)[C@@H]1C
→ -100*	/	-7.3*	-82*	-60*	-56*	-53*	-46*
#26 N#CN
→ 105	106	82	97	105	103	102	101
#27 CC1=C[C@H]2O[C@@H]3C[C@@H](O)[C@](C)([C@@]2(C)CC1)[C@@]31CO1
→ 27	29	30	14	21	42	18	38
#28 C[N+](C)(C)CCCl
→ 123	102	106	108	130	111	113	92
#29 CC(=O)c1ccc(N2CCNCC2)cc1
→ 111	/	106	93	99	94	87	104
#30 Nc1nc(N)c(-c2ccc(Cl)cc2)c(COc2cccc(NC(=O)c3cccc(S(=O)(=O)F)c3)c2)n1
→ 107	103	126	99	92	111	98	109
#31 COc1cc(C2=NN(C=O)C(c3sc(N(CCCl)CCCl)nc3Cl)C2)cc(OC)c1OC (stereo not drawn)
→ 97	88	78	98	84	79	83	74
#32 O=C(O)CC(O)C(Cl)(Cl)Cl (stereo not drawn)
→ 113	108	104	107	116	113	100	105
#33 CNC(=O)Oc1ccc(C(=O)OCCO)cc1
→ 105	107	111	103	112	111	109	112
#34 O=C1c2ccccc2C(=O)N1N1CC1c1ccccc1 (stereo not drawn)
→ 108	104	89	97	99	118	84	112
#35 O=C(CCl)Nc1cccc(Cl)c1
→ 95	82	87	63	87	115	86	90
#36 O=C(O)C1C(C(=O)O)C2(Cl)C(Cl)=C(Cl)C1(Cl)C2(Cl)Cl.[Hg] (stereo not drawn)
→ 97	58	58	85	88	86	52	102
#37 CN(Cc1ccccc1)CC(Cl)c1ccccc1 (stereo not drawn)
→ 107	91	90	98	/	111	93	97
#38 N#Cc1c(Br)n(C2OC(CO)C(O)C2O)c2ncnc(N)c12 (stereo not drawn)
→ 44	/	9.2*	57	73	97	3.5*	40
#39 CC/C(=C(\CC)c1ccc(Oc2nc(N3CC3)nc(N3CC3)n2)cc1)c1ccc(Oc2nc(N3CC3)nc(N3CC3)n2)cc1
→ 103	102	101	89	86	106	113	104
#40 CCOC(=O)/C=C(/OP(=O)(OCC)OCC)C(=O)OCC
→ 112	120	103	95	100	106	99	108

Sorted by length of the SMILES (low to high): some entries from above.
Under each structure: SK-MEL-28	MDA-MB-468	T-47D	LOX IMVI	BT-549	MDA-MB-231	MCF7	HS 578T
#35 O=C(CCl)Nc1cccc(Cl)c1
→ 95	82	87	63	87	115	86	90
#31 COc1cc(C2=NN(C=O)C(c3sc(N(CCCl)CCCl)nc3Cl)C2)cc(OC)c1OC (stereo not drawn)
→ 97	88	78	98	84	79	83	74
#27 CC1=C[C@H]2O[C@@H]3C[C@@H](O)[C@](C)([C@@]2(C)CC1)[C@@]31CO1
→ 27	29	30	14	21	42	18	38

Following part
Under each structure: SK-MEL-28	MDA-MB-468	T-47D	LOX IMVI	BT-549	MDA-MB-231	MCF7	HS 578T
#41 CSC(SC)=C1C(=O)NC(=O)NC1=O
→ 96	90	91	113	100	122	98	124
#42 CCCCCCCCSP(=S)(N1CC1)N1CC1
→ 112	99	97	104	/	110	100	/
#43 O=C(Nc1ccccc1)c1c(O)[nH]c(=O)[nH]c1=O
→ 114&108	115&99	96&97	97&98	91&109	101&117	96&95	106&101
#44 CNC(=O)O/N=C(/C)c1ccc(Cl)cc1
→ 105	105	92	106	91	120	97	137
#45 O=C(c1ccccc1)C(c1ccccc1)N1CCCCC1 (stereo not drawn)
→ 117&111	109&100	95&87	93&95	110&98	90&108	113&99	104&105
#46 COc1cccc2c1c(C(=O)c1ccco1)cn2Cc1ccc(F)cc1
→ 123	103	97	109	116	90	100	122
#47 O=[N+]([O-])c1c2ccccc2cc2ccccc12
→ 103	99	101	101	99	113	96	98
#48 COc1ccccc1-c1nc2c(s1)CC[C@@]1(C)C2=CC[C@@H]2[C@@H]1CC[C@]1(C)C(=O)CC[C@@H]21
→ 118	109	98	107	107	108	94	104
#49 C#CC[Se]C(=O)c1ccc2n[se]nc2c1
→ 79	26	63	/	52	/	32	/
#50 O=C(N/N=C\c1ccc(N(CCCl)CCCl)cc1)C(=O)c1c[nH]c2ccccc12
→ 96	62	73	66	63	78	65	119
#51 CC(Cc1ccccc1)NC(=O)/C=C/C(=O)O (stereo not drawn)
→ 97	99	95	96	96	118	87	105
#52 CC(C)=CC1C(C(=O)OCCCc2ccc3c(c2)OCO3)C1(C)C (stereo not drawn)
→ 94	107	105	102	98	103	95	95
#53 O=C(CCl)NCNC(=O)CCl
→ 94	97	93	/	87	100	85	97
#54 COc1cc(C=O)c(OC)c2c1OCO2
→ 109	111	99	99	90	121	94	119
#55 CN(C)P(=O)(NC(NC=O)C(Cl)(Cl)Cl)N(C)C (stereo not drawn)
→ 129	/	95	101	111	104	103	103
#56 O=S(=O)(F)c1ccc(Cl)cc1C[P+](c1ccccc1)(c1ccccc1)c1ccccc1
→ 109	96	99	78	102	89	96	72
#57 CCOP(=O)(CCCCCCC#N)Oc1ccc([N+](=O)[O-])cc1 (stereo not drawn)
→ 104	102	104	99	88	95	84	/
#58 CCN(CC)c1cccc(OC(=O)NC)c1
→ 117	113	101	102	101	98	105	100
#59 N#Cc1c(-n2c(Br)c(Br)c3cc(Br)ccc32)[nH]c2c(Br)cc(Br)cc12
→ 5.5*	-16*	-13*	-25*	-55*	-2.1*	-14*	-6.8*
#60 Cc1ncc(C(=O)O)n1C(C)c1ccccc1 (stereo not drawn)
→ 95	93	98	94	143	115	90	104
#61 O=S(=O)(c1ccc(O)cc1)c1ccc(O)cc1
→ 111	120	108	/	116	109	117	/
#62 CN(N=O)c1ccc([N+](=O)[O-])cc1
→ 122	100	107	92	106	100	120	111
#63 CNC(=O)Oc1c(OC)cccc1OC
→ 111	87	101	97	/	98	99	98
#64 CCC(CC)OC(=O)Cc1ccccc1
→ 108	108	91	103	101	100	95	98
#65 C[N+]1(C)CCN(c2ccccc2)CC1
→ 120	118	109	108	101	108	105	116
#66 CC(=O)O[C@H]1CC[C@H]2[C@@H]3CC[C@H]4CCCC[C@]4(C)[C@H]3CC[C@]12C
→ 116	87	93	106	131	113	109	94
#67 O=C1NC(=O)C2(CCCc3ccc(N(CCCl)CCCl)cc32)N1 (stereo not drawn)
→ 116	47	96	71	105	103	69	134
#68 COC(=O)[C@@H](NC(=O)c1nn(Cc2ccc(F)cc2)c2ccccc12)C(C)(C)C
→ 109	97	82	96	95	93	94	87
#69 C/C=C/CC1(CC)C(=O)NC(=S)NC1=O
→ 104	96	100	102	127	95	100	87
#70 OC(c1ccc(Cl)cc1)C(c1ccc(Cl)cc1)N1CCCCC1 (stereo not drawn)
→ 90	107	/	70	99	75	95	102
#71 CCOC(=O)C1(c2ccccc2)CCN(CC(=O)c2ccc(NC(C)=O)cc2)CC1
→ 124	110	88	89	97	102	107	113
#72 OCCCN1CCN(c2cccc(Cl)c2)CC1
→ 120	103	94	104	95	118	105	126
#73 O=C(O)c1cc(S(=O)(=O)F)c2ccccc2c1O
→ 110	103	111	93	95	114	95	124
#74 CC(CCl)N(C)C (stereo not drawn)
→ 101	101	99	104	108	105	93	/
#75 CCC(C)OC(=O)Cc1ccccc1 (stereo not drawn)
→ 108	109	94	102	91	101	93	98
#76 CCCCOc1nc2cc(Cl)ccc2cc1C(c1c(O)c2ccccc2oc1=O)c1cn(CCCC)c2ccccc12 (stereo not drawn)
→ 108	118	93	106	110	103	95	113
#77 CCOP(=O)(NC(C)(C)C)OCC
→ 109	110	106	99	100	96	102	93
#78 CC12CCC3C(CCC4CC=CCC43C)C1CCC2=O (stereo not drawn)
→ 109	103	104	102	100	99	118	/
#79 C=CCOCC1CO1 (stereo not drawn)
→ 110	104	100	100	121	116	99	130
#80 Clc1cccc(NCOOC2(OOCNc3cccc(Cl)c3)CCCCCC2)c1
→ 107	/	89	-85*	101	103	87	102

Record cards (already shown).
CCC(C)OC(=O)Cc1ccccc1 (stereo not drawn) across the screens: SK-MEL-28 = 108; MDA-MB-468 = 109; T-47D = 94; LOX IMVI = 102; BT-549 = 91; MDA-MB-231 = 101; MCF7 = 93; HS 578T = 98
OC(c1ccc(Cl)cc1)C(c1ccc(Cl)cc1)N1CCCCC1 (stereo not drawn) across the screens: SK-MEL-28 = 90; MDA-MB-468 = 107; T-47D = /; LOX IMVI = 70; BT-549 = 99; MDA-MB-231 = 75; MCF7 = 95; HS 578T = 102
COC(=O)[C@@H](NC(=O)c1nn(Cc2ccc(F)cc2)c2ccccc12)C(C)(C)C across the screens: SK-MEL-28 = 109; MDA-MB-468 = 97; T-47D = 82; LOX IMVI = 96; BT-549 = 95; MDA-MB-231 = 93; MCF7 = 94; HS 578T = 87

Only part of the results is shown, so the mix of outcomes need not match the whole.
